From PubChem
CXCR6 block: CXCR6 receptor inhibitors, primary screen, cell-based, beta-arrestin, luminescence, CHO-K1 PathHunter, 1536-well | C-X-C chemokine receptor type 6 (Homo sapiens), O00574 | inhibition, % at 20 µM | actives 0.36% (n = 360,000); in the data active = inhibition above about 34%, passing the limit was not always enough;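 also: antagonist mode with CXCL16 agonist at 10 nM final; 0% = 10 nM CXCL16 with DMSO and 100% = unstimulated wells without agonist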
Target sequence (O00574 whole entry, looked up): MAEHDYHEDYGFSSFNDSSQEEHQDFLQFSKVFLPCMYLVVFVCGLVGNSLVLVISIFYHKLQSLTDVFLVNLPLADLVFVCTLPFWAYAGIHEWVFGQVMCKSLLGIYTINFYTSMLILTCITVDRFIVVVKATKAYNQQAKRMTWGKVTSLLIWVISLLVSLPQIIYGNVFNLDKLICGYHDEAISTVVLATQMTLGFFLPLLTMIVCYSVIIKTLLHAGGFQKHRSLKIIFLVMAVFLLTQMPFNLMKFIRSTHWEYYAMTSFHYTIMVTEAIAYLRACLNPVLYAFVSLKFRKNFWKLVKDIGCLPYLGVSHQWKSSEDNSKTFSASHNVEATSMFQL
UPR XBP1 act: activators of adaptive XBP1 UPR arm, primary screen, cell-based, CHO-XBP1 luciferase reporter, luminescence, uHTS | IRE1-XBP1 UPR activation; percent of tunicamycin response, DMSO as zero | activation, % at 20 µM | actives 0.33% (n = 330,000) | AID 463104, 2010;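 active = versus positive control, 20 µM dose yields 30% or more activation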;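 also: 100% = tunicamycin at 10 µg/mL and 0% = DMSO only wells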
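Assay system: CHO-XBP1 luciferase reporter cells; Schedule: 6 h treatment, 37 °C; Detection: glow luminescence from Steady-Glo reagent; Benchmarks: high control tunicamycin 10 µg/mL final, low control DMSO vehicle only.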
CCR6 antagonist: CCR6 receptor antagonists, primary screen, cell-based, CHO-K1, luminescence, beta-arrestin, uHTS; CHO-K1 CCR6 PathHunter beta-arrestin, CCL20-stimulated; inhibition, % at 20 µM; actives 0.49% (n = 340,000); AID 493098, 2011;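 active = compounds whose inhibition of the agonist-driven luminescence signal at 20 µM reaches about 50%, limit read from the data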;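 also: cells stimulated with CCL20 at 14 nM final; plate controls were DMSO with CCL20 for no effect and DMSO without agonist for full effect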
Target sequence (P51684 whole entry, looked up): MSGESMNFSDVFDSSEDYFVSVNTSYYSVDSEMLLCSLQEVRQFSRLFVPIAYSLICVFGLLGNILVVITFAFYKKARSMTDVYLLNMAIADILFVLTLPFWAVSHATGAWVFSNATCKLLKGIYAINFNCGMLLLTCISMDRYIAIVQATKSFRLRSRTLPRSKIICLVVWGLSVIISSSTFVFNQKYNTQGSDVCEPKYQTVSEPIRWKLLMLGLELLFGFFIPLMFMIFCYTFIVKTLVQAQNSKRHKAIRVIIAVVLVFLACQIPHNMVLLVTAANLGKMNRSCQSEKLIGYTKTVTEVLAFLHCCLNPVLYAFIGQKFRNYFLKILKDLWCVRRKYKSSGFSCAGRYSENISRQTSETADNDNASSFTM
CHOP UPR activ: activators of apoptotic CHOP UPR arm, primary screen, cell-based, CHO-CHOP luciferase reporter, luminescence, uHTS | activation, % at 10 µM | actives 0.34% (n = 330,000) | UPR activation; percent of tunicamycin response over DMSO baseline | AID 449763, 2010;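 active = at 10 µM dose, activation of 40% or more, normalized to positive control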;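 also: 100% = tunicamycin at 10 µg/mL and 0% = DMSO alone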
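Test system: CHO-CHOP cells, stable luciferase reporter of PERK-eIF2a-CHOP signalling | Quantity: 500 CHO-CHOP cells per well | Buffer or medium: F12 plus 10% serum | Compound dosing: 10 µM single point, 0.5% DMSO | Schedule: 6 h compound treatment, 37 °C | Signal: Luciferase luminescence | Control set: Tunicamycin high control, DMSO low control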
Gli-Sufu antag: Gli-Sufu pathway antagonists, primary screen, luciferase luminescence, Sufu-KO-LIGHT cells, uHTS; inhibition, % at 5 µM; Sufu-KO-LIGHT fibroblasts, Gli luciferase reporter luminescence; actives 0.74% (n = 340,000); AID 588413, 2011;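 active = inhibition above about 55%, limit read from the data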;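 also: 0% = DMSO-treated cells and 100% = wells with medium but no cells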
Jurkat NFkB inh: inhibitors of induced NF-kB luciferase reporter, primary screen, TCR NF-kB activation inhibitor project, cell-based, luminescence, uHTS. Jurkat, PMA/ionomycin-induced NF-kB luciferase reporter. actives 0.53% (n = 330,000). inhibition, % at 4 µM; in the data active = inhibition above about 50%
697 NFkB inh: inhibitors of PMA/ionomycin-induced NF-kB reporter, 697 cells, primary screen, B-cell NF-kB inhibitor project, cell-based, luminescence, uHTS; 697 B-cell NF-kB luciferase reporter, 16 h; inhibition, % at 4 µM; actives 0.33% (n = 330,000); in the data active = inhibition above about 35%
Mdm2 MdmX PPI: inhibitors of human Mdm2-MdmX association, primary screen, cell-based, luminescence, split luciferase, SaOS-2, uHTS; AID 485346, 2010; Protein Mdm4 (Homo sapiens) + E3 ubiquitin-protein ligase Mdm2 (Homo sapiens), …; inhibition, % at 8 µM; SaOS-2 split-luciferase Mdm2/MdmX complementation; actives 3% (n = 330,000);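 active = inhibition of at least 50% at 8 µM in the primary screen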
EBI2 block: EBI2 receptor antagonists, beta-arrestin recruitment, primary screen, cell-based, luminescence, 7a,25-OHC stimulation, uHTS; G-protein coupled receptor 183 (Homo sapiens), P32249; 7a,25-OHC stimulated; inhibition, % at 5 µM; actives 0.81% (n = 360,000); AID 651636, 2012; in the data active = inhibition above about 38%;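 also: enzyme fragment complementation signal reports receptor beta-arrestin coupling in cells; 0% = agonist plus DMSO wells and 100% = wells without agonist; some results beyond the cut were filed as inactive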
Target sequence (P32249 whole entry, looked up, the tested form may be a part): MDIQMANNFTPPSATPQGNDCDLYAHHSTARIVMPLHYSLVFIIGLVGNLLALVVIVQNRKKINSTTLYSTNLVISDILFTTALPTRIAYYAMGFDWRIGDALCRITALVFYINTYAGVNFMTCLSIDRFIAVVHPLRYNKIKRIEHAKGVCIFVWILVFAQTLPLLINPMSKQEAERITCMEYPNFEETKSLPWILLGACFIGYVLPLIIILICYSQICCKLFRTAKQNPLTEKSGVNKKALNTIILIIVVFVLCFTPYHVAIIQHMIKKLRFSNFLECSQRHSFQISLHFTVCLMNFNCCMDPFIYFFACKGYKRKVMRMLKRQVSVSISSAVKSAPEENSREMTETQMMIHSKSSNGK
The depositor's hits bear a star; / = no result given.

1: CC(C)n1c(SCC(=O)Nc2ccccc2)nc2c1c(=O)n(C)c(=O)n2C
2: Cc1cc(C)nc(NS(=O)(=O)c2ccccc2)n1
3: CC(=O)Nc1ccc(C(O)(C(F)(F)F)C(F)(F)F)cc1
4: Cc1ccc(SCC(=O)OCC(=O)NCCc2ccc(S(N)(=O)=O)cc2)c(C)c1
5: CCOC(=O)C(=O)Cc1cccnn1
6: O=C(Nc1ccc(-c2cscn2)cc1)C1CCCN(Cc2ccccc2)C1 (configuration not stated)
7: COc1ccc(C(C)(C)C)cc1NC(=O)CCc1c(C)noc1C
8: O=C(CSc1nc2c(c(C(F)(F)F)n1)CCc1ccccc1-2)NCc1ccco1
Assay by compound	1	2	3	4	5	6	7	8
Jurkat NFkB inh	2	-29	-18	19	/	12	-3	4
UPR XBP1 act	7	2	-4	-1	/	-4	-2	0
CXCR6 block	-2	11	-7	0	-7	9	4	-2
EBI2 block	-3	6	4	2	-7	-8	-4	5
CHOP UPR activ	-2.5	1.6	-1.7	-0.5	/	1.3	-1.2	-0.1
Gli-Sufu antag	31	-5	48	2	2	16	-28	10
Mdm2 MdmX PPI	24	-1	5	15	/	13	11	20
CCR6 antagonist	-8	9	0	6	-12	17	12	14
697 NFkB inh	4	-19	8	13	/	-32	-10	-3

Rewritten with two lines to a compound: part of the list above
Below each compound – Jurkat NFkB inh, UPR XBP1 act, CXCR6 block, EBI2 block, CHOP UPR activ, Gli-Sufu antag, Mdm2 MdmX PPI, CCR6 antagonist, 697 NFkB inh
1: CC(C)n1c(SCC(=O)Nc2ccccc2)nc2c1c(=O)n(C)c(=O)n2C
→ 2, 7, -2, -3, -2.5, 31, 24, -8, 4
2: Cc1cc(C)nc(NS(=O)(=O)c2ccccc2)n1
→ -29, 2, 11, 6, 1.6, -5, -1, 9, -19
3: CC(=O)Nc1ccc(C(O)(C(F)(F)F)C(F)(F)F)cc1
→ -18, -4, -7, 4, -1.7, 48, 5, 0, 8
4: Cc1ccc(SCC(=O)OCC(=O)NCCc2ccc(S(N)(=O)=O)cc2)c(C)c1
→ 19, -1, 0, 2, -0.5, 2, 15, 6, 13
5: CCOC(=O)C(=O)Cc1cccnn1
→ /, /, -7, -7, /, 2, /, -12, /
6: O=C(Nc1ccc(-c2cscn2)cc1)C1CCCN(Cc2ccccc2)C1 (configuration not stated)
→ 12, -4, 9, -8, 1.3, 16, 13, 17, -32
7: COc1ccc(C(C)(C)C)cc1NC(=O)CCc1c(C)noc1C
→ -3, -2, 4, -4, -1.2, -28, 11, 12, -10
8: O=C(CSc1nc2c(c(C(F)(F)F)n1)CCc1ccccc1-2)NCc1ccco1
→ 4, 0, -2, 5, -0.1, 10, 20, 14, -3

Carrying on.
9: Cc1noc(C)c1S(=O)(=O)N1CCCC1C(=O)NC(C)(C)C (configuration not stated)
10: Cc1c(C(=O)N/N=C/c2ccc(Cl)cc2)[nH]c2ccc(Cl)cc12
11: O=C1c2cccnc2C(=O)N1Cc1ccc(S(=O)(=O)N2CCN(c3ccc(Cl)cc3)CC2)cc1
12: Cc1ccnc(NS(=O)(=O)c2cc(-c3cc(C)no3)ccc2C(C)C)c1
13: Cc1ccc(C)c(OCCN2C(=O)NC3(CCc4ccccc4C3)C2=O)c1 (configuration not stated)
14: Cc1cccc(-c2nnc(SCC(=O)O)n2Cc2ccccc2)c1
15: CC1CN(C(=O)Nc2ccc(Br)cc2Cl)CC(C)O1 (configuration not stated)
16: CCNc1nc(NCC)n2c(SCC(=O)NCC3CCCCC3)nnc2n1
Assay by compound	9	10	11	12	13	14	15	16
Jurkat NFkB inh	2	52*	5	-20	4	8	5	-12
UPR XBP1 act	-2	17	-4	-2	-1	-3	0	-2
CXCR6 block	-6	-10	-2	0	0	4	-3	12
EBI2 block	5	-3	-4	-6	-1	3	-1	-7
CHOP UPR activ	0.2	1.0	1.1	-0.2	1.6	2.4	0.2	-2.7
Gli-Sufu antag	3	50	1	-14	5	9	-4	-20
Mdm2 MdmX PPI	5	63*	7	1	-11	-6	13	0
CCR6 antagonist	9	3	-7	10	13	12	-3	-2
697 NFkB inh	7	23	-25	-12	-5	-18	17	-12

17: O=C(c1sc2ccccc2c1Cl)N1CCN(c2ccccn2)CC1
18: CC1(C)CC(NC(=O)c2cc(Cl)ccc2Cl)CC(C)(C)N1
19: Cn1c(CO)cnc1SCc1ccc([N+](=O)[O-])cc1
20: COc1ccccc1NS(=O)(=O)c1cccc(C(=O)NCC(c2ccccc2OC)N2CCCC2)c1 (configuration not stated)
21: COCCNC(=O)COC(=O)/C=C/c1cnc2ccccc2n1
22: COc1ccc(NC(=O)/C(N=Nc2cccc(S(=O)(=O)Nc3ccc(SC(F)F)cc3)c2)=C(\C)O)cc1
23: COc1c(N2CCN(C(=S)NC3CC4CCC3C4)C(C)C2)c(F)cc2c(=O)c(C(=O)O)cn(C3CC3)c12 (configuration not stated)
24: CCN(c1ccccc1)S(=O)(=O)c1ccc(Oc2ccc(-n3ccnc3)cc2)nc1
Assay by compound	17	18	19	20	21	22	23	24
Jurkat NFkB inh	14	6	-8	2	6	/	10	17
UPR XBP1 act	-6	-2	3	0	0	/	10	-4
CXCR6 block	-1	-4	5	7	-6	8	3	4
EBI2 block	18	-3	-11	4	-14	7	4	22
CHOP UPR activ	0.2	-1.5	1.6	0.3	1.5	/	3.4	3.7
Gli-Sufu antag	12	-27	2	23	4	-4	3	-17
Mdm2 MdmX PPI	6	22	-18	12	-31	/	22	59*
CCR6 antagonist	-3	13	5	12	5	16	20	1
697 NFkB inh	-5	9	-26	8	26	/	23	-1

25: COc1ccc(-c2nnc(SCC(=O)NC(C)C)n2CC2CCCO2)cc1OC (configuration not stated)
26: CCN1C(=O)C(=O)N(CC(=O)c2cc(C)n(C3CC3)c2C)C1=O
27: O=[N+]([O-])c1cc([N+](=O)[O-])c2cccnc2c1O
28: Cc1ccc(NC(=O)CCc2c(C)nn(-c3ccc(N4CCOCC4)nn3)c2C)cc1C
29: CN(C)c1ccc(C(=O)c2ccccc2C(=O)O)cc1[N+](=O)[O-]
30: COc1cccc(OCc2nc(-c3ccc(Br)o3)no2)c1
31: Cc1cccc(C)c1NC(=O)CN(C)C(=O)c1ccc(-n2cncn2)c([N+](=O)[O-])c1
32: COc1ccc(OC)c(-c2nc(C)sc2CC(=O)O)c1
Assay by compound	25	26	27	28	29	30	31	32
Jurkat NFkB inh	3	-56	-7	-13	-5	-2	-11	16
UPR XBP1 act	2	-1	-6	-5	3	1	3	1
CXCR6 block	2	2	/	-1	2	2	7	-5
EBI2 block	-13	1	/	-2	6	-2	-15	-4
CHOP UPR activ	-0.2	5.6	0.0	2.5	0.0	3.0	-0.5	0.2
Gli-Sufu antag	-2	-34	/	-3	-1	-3	-7	-1
Mdm2 MdmX PPI	-3	-2	7	0	3	-41	10	13
CCR6 antagonist	5	2	/	12	3	-2	1	15
697 NFkB inh	24	-12	11	-2	-39	4	7	15

33: COc1cccc(/C=N/NC(=O)Cn2nc([N+](=O)[O-])cc2C)c1
34: COc1ccccc1C(=O)Nc1c2c(nn1-c1ccc([N+](=O)[O-])cc1)CS(=O)(=O)C2
35: CCCCCC(=O)Nc1nc(C)c(-c2csc(Nc3ccccc3OCC)n2)s1
36: CCOC(=O)N1CCC(NC(=O)C2CCN(c3ccc(N4CCOCC4)nn3)CC2)CC1
37: CCCC(=O)Nc1sc(C(=O)OC)c(C)c1C(N)=O
38: CCCCCN(C(=O)CCC(=O)OCCOc1ccccc1Cl)c1c(N)n(CCCC)c(=O)[nH]c1=O
39: COc1ccc(OCc2cccc(C(=O)N3CCCC3)c2)cc1
40: Cc1c(C(=O)N(Cc2ccc(F)cc2)C2CCS(=O)(=O)C2)oc2ccccc12 (configuration not stated)
Assay by compound	33	34	35	36	37	38	39	40
Jurkat NFkB inh	3	-10	13	-5	-5	-11	-23	6
UPR XBP1 act	0	1	1	-2	-2	-3	-5	-2
CXCR6 block	2	0	4	2	-2	3	-2	1
EBI2 block	3	14	3	-1	-10	-2	1	0
CHOP UPR activ	0.8	0.1	-0.7	-1.0	-2.0	7.8	-4.0	1.0
Gli-Sufu antag	5	5	-1	-4	-4	19	-92	0
Mdm2 MdmX PPI	-24	9	3	0	28	17	-12	17
CCR6 antagonist	1	-3	11	-28	-4	3	7	5
697 NFkB inh	11	-26	10	12	24	-27	-128	7

41: Cc1ccc(Cn2c(C)c3cnn(CC(=O)NCc4ccccn4)c(=O)c3c2C)cc1
42: Nc1n[nH]c(-c2ccccc2)c1-c1ccccc1
43: CCOc1ccccc1NC(=O)c1ccc(NC(=O)C2CCCO2)cc1 (configuration not stated)
44: COCCNc1nnc(Cc2ccc(OC)c(OC)c2)c(=O)[nH]1
45: Cc1ccc(C(=O)NCC(=O)OCC(=O)NCCNC(=O)COC(=O)CNC(=O)c2ccc(C)cc2)cc1
46: O=C(/C=C/c1ccc(S(=O)(=O)N2CCOCC2)cc1)N1CCN(c2ccccc2)CC1
47: CCN1C(C#N)=C(C#N)N=C(C)CC1(C)C
48: CCOC(=O)CCCCCC(=O)Nc1ccc2c(c1)C(=O)N([C@H](C)CO)C[C@H](C)[C@@H](CN(C)C(=O)Nc1ccc(OC)cc1)O2
Assay by compound	41	42	43	44	45	46	47	48
Jurkat NFkB inh	7	6	6	-16	-9	15	8	-2
UPR XBP1 act	0	1	0	-4	-3	-2	2	-1
CXCR6 block	-2	1	3	4	5	-7	-2	-5
EBI2 block	5	8	5	-2	-1	6	-6	2
CHOP UPR activ	0.9	3.9	2.5	0.8	0.2	0.8	-2.4	0.5
Gli-Sufu antag	-4	-7	0	-2	-3	26	-11	-6
Mdm2 MdmX PPI	-27	30	14	-6	11	2	11	2
CCR6 antagonist	-9	-6	6	18	-1	8	9	8
697 NFkB inh	3	13	4	-10	27	-10	-1	0

49: CCOc1ccc(NC(=O)c2ccc(CN3CCc4ccccc4C3)cc2)cc1
50: COCc1cc(C)nc2sc(C(=O)Nc3ccccc3C)c(N)c12
51: COc1ccc(/C=N\NC(=O)CNC(=O)C2COc3ccccc3O2)cc1[N+](=O)[O-] (configuration not stated)
52: CC(OC(=O)c1nc(-c2ccccc2)n(-c2ccccc2)n1)C(=O)Nc1cc(Cl)cc(Cl)c1 (configuration not stated)
53: O=[N+]([O-])c1ccccc1-c1nc(-c2ccc(Br)o2)no1
54: CCN(CC(=O)Nc1ccc(OC)cc1)C(=O)CSCC(=O)Nc1cc(C)on1
Assay by compound	49	50	51	52	53	54
Jurkat NFkB inh	49	-29	-3	-2	-113	12
UPR XBP1 act	0	-3	-3	-1	1	0
CXCR6 block	10	-2	-1	47*	-2	-1
EBI2 block	-6	3	0	3	-7	-1
CHOP UPR activ	-0.7	5.4	2.3	3.5	3.7	0.6
Gli-Sufu antag	14	-23	1	-1	-114	7
Mdm2 MdmX PPI	33	-9	12	8	-157	-4
CCR6 antagonist	20	3	-2	9	11	8
697 NFkB inh	-85	-10	0	14	-172	9
